TEAD-YAP block = TEAD-YAP interaction inhibition; HEK-TIYL cells, TEAD-Gal4/YAP UAS-luciferase luminescence; inhibition, % at 9.12 µM; actives 1.4% (n = 640,000); AID 1259422; in the data active = inhibition above about 32%;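 also: 0% = median of test compound wells and 100% = reference inhibitor wells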
FBW7 activator = activators of human E3 ligase FBW7. Q969H0. AlphaScreen FBW7–phospho-cyclin E peptide binding, activator screen. normalized activity (activation), % at 26.1 µM. actives 0.13% (n = 650,000). AID 1259310; in the data active = normalized activity above about 1.9%;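 also: purified mutant Fbw7 with reduced substrate affinity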
Target sequence (Q969H0 whole entry, looked up): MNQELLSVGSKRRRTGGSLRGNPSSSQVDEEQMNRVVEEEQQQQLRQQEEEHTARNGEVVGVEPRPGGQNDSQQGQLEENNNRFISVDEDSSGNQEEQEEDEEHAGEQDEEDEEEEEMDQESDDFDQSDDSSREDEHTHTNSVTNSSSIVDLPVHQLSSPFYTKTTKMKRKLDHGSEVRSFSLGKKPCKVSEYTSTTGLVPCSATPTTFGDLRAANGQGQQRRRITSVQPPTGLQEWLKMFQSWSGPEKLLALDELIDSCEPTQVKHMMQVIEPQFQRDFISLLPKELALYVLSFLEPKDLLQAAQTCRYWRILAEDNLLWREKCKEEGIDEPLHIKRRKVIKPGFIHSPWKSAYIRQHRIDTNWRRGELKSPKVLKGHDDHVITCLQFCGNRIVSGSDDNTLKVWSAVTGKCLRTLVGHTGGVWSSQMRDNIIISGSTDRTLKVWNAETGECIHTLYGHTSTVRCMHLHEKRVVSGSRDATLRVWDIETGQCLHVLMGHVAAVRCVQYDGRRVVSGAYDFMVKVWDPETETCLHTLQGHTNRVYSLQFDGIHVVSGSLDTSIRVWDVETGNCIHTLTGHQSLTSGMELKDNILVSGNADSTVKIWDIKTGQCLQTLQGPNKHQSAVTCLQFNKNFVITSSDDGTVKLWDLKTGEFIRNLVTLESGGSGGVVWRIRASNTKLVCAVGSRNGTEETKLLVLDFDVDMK
MITF inh = inhibitors of human MITF; AlphaScreen MITF homodimerization, bead proximity signal; actives 0.91% (n = 650,000); AID 1259374; inhibition, % at 2.6 µM; in the data active = inhibition above about 50%;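 also: 0% = vehicle wells with protein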
GPR151 activ = human GPR151 activation; Q8TDV0; PathHunter beta-arrestin GPR151 cells, luminescence; activation, % at 11.2 µM; actives 1% (n = 650,000); AID 1508602; in the data active = activation above about 4.9%;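 also: 0% = median of compound wells and 100% = cells with positive control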
Target sequence (Q8TDV0 whole entry, looked up): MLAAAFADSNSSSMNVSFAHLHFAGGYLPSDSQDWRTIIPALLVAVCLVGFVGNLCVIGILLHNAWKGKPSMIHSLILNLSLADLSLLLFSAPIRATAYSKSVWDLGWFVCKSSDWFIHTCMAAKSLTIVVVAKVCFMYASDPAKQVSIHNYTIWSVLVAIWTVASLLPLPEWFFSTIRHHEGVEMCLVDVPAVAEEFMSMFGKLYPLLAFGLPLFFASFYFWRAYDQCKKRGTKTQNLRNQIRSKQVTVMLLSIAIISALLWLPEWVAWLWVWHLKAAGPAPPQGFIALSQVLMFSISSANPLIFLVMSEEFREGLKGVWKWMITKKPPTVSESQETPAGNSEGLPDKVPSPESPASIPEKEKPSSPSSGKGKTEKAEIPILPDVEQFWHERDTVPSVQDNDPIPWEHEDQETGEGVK
* hit, by the source's call; · = not tested or not shown; & = joins results of further samples. Not all compounds are listed. The share of hits here may be higher or lower than overall.

Values run as follows: TEAD-YAP block	FBW7 activator	MITF inh	GPR151 activ
- C[C@@H]1CC[C@@]2(OC1)OC1C(O)C3C4CC[C@H]5C[C@H](O[C@@H]6O[C@H](CO)[C@H](O[C@@H]7O[C@H](CO)[C@@H](O)[C@H](O[C@@H]8OC[C@@H](O)[C@H](O)[C@H]8O)[C@H]7O[C@@H]7O[C@H](CO)[C@H](O)[C@H](O[C@@H]8O[C@H](CO)[C@@H](O)[C@H](O)[C@H]8O)[C@H]7O)[C@H](O)[C@H]6O)[C@H](O)C[C@]5(C)C4CC[C@]3(C)C1[C@@H]2C (some centres undefined)
  14.8	-0.1	-12.8	4.6
- O=c1c2ccccc2nc(/C=C/c2ccc(O)cc2)n1-c1ccc([N+](=O)[O-])cc1
  6.2	0.2	10.2	-0.5
- CCc1ccc(C=C2C(=O)N(C)C(=S)N(C)C2=O)cc1
  -4.3	-0.2	-2.5	-0.7
- COc1ccccc1CN1CC2CC(C1)c1cccc(=O)n1C2 (centres undefined)
  -6.5	-0.2	9.5	1.1
- COc1cccc(-n2c(-c3ccc([N+](=O)[O-])cc3)nc3ccccc3c2=O)c1
  0.7	-0.4	1.2	-0.6
- COc1ccccc1CNc1cnn(C23CC4CC(CC(C4)C2C(=O)O)C3)c(=O)c1Cl (centres undefined)
  1.4	0.0	-4.5	-1.2
- CCOC(=O)C1=C(C)OC(N)=C(C(=O)OCC)C12C(=O)N(C)c1ccccc12 (centres undefined)
  2.9	0.0	-5.2	0.9
- Cc1ccc(C2C(C#N)=C(N)Oc3c2c(=O)oc2ccccc32)o1 (centres undefined)
  5.0	-0.2	5.9	0.1
- O=C1NC(=S)N(c2ccc(Cl)cc2)C(=O)/C1=C/c1ccc2c(c1)OCO2
  0.0	-0.1	-9.7	-1.1
- O=C(c1cccc2ccccc12)C12CN3CN(CN(C3)C1)C2
  -1.2	1.1	20.3	-1.0
- c1ccc2c(C3CCNCC3)c[nH]c2c1
  -2.7	0.0	20.2	-0.5
- CCN1CCN(Cc2ccc(O)c(OC)c2)CC1
  0.3	0.2	30.8	1.5
- COC(=O)C(O)(c1ccc2c(c1)CCCN2)C(F)(F)F (centres undefined)
  2.2	0.1	-4.7	2.6
- CN1CCN(c2ccc(C(F)(F)F)cn2)CC1
  -5.2	0.6	10.9	1.5
- O=C(c1ccccc1Cl)c1cc(Br)ccc1NC(=O)C1CC1
  7.4	0.0	6.7	-0.4
- COC(=O)c1ccc(N2C(=O)CC(N3CCC(n4c(=O)[nH]c5ccccc54)CC3)C2=O)cc1 (centres undefined)
  -16.2	0.7	7.0	2.7
- Cn1c(O)c(C=NC2CCCCCC2)c(=O)[nH]c1=S
  1.7	-0.1	8.9	0.0
- Cc1nc2ccccc2c(=O)n1-c1cccc(O)c1
  -7.3	0.3	-4.5	0.8
- CCCCn1c(C)c(C(=O)OCC)c2cc(OC(=O)c3cccc4ccccc34)c3ccccc3c21
  0.1	0.0	-9.3	-0.3
- COc1cccc(CN2CCN(C(=O)COc3ccc(C)cc3)CC2)c1
  -13.8	-0.1	34.5	-0.9

Values run as follows: TEAD-YAP block	FBW7 activator	MITF inh	GPR151 activ
- CC1CCCCN1CC(=O)c1ccc2cc[nH]c2c1 (centres undefined)
  4.6	0.0	1.1	0.7
- C1CCC(N2CCN(C3CC4CCC3C4)CC2)C1 (centres undefined)
  -4.0	0.3	67.2*	0.8
- CCCCCOc1ccc(C(CN)CC(=O)O)cc1 (centres undefined)
  -5.1	0.1	1.5	-0.5
- NC(CP(=O)(O)O)C(=O)O (centres undefined)
  -6.4	0.1	1.2	1.7
- CC1=C(C(=O)Nc2ccccc2)SCCO1
  -14.3	0.0	3.7	-0.3
- NCCNc1ccc([N+](=O)[O-])c2cccnc12
  -3.7	-0.2	2.1	-1.3
- CCc1ccc(NC2=NCCCS2)cc1
  -20.2	0.0	-11.1	-1.5
- COC(=O)c1[nH]cnc1C(=O)Nc1ccc(Br)cc1C(=O)c1ccccc1
  7.0	0.0	-16.8	-0.5
- c1cc2ccsc2c(N2CCNCC2)n1
  ·	·	18.4	-1.5
- CN1CC[C@@]23CCCC[C@@H]2[C@@H]1Cc1ccc(O)cc13
  -1.7	0.0	26.1	0.5
- C[N+]1(C)C2CCC1CC(OC(=O)c1c[nH]c3ccccc13)C2 (centres undefined)
  -4.6	0.1	3.7	-2.0
- O=c1c(CN2CC=C(c3ccc(F)cc3)CC2)coc2ccccc12
  18.0	-0.1	-6.9	1.8
- CCOC(=O)c1c(NC(=O)C23CC4CC(CC(C4)C2)C3)sc2c1CCCC2
  -2.9	-0.1	-1.9	1.3
- COc1cc(N2CCOCC2)ccc1C=C1C(=O)NC(=O)NC1=O
  4.2	-0.7	4.6	8.0*
- CN1C2CCC1CC(NCCc1ccccc1)C2 (centres undefined)
  2.6	0.1	23.0	-2.5
- Cc1nc(N)sc1CCN
  ·	-0.1	7.9	0.6
- CCCCCCCC(=O)N1c2ccc(C)cc2C2CN(C)CCC21 (centres undefined)
  3.1	0.6	6.6	-0.4
- CCOc1cccc(OCC)c2c(C)nc(C)c1-2
  8.2	0.0	76.4*	1.8
- C=CCOC(=O)COc1cc(C)cc2oc(=O)c3c(c12)CCCC3
  6.5	0.1	-10.2	0.8
- COc1cc(/C=C(\C#N)c2nn(CCO)c(N)c2C#N)ccc1OCc1c(F)cccc1Cl
  20.0	0.0	2.0	-1.2

For reference, part of the list above.
Values run as follows: TEAD-YAP block	FBW7 activator	MITF inh	GPR151 activ
- c1cc2ccsc2c(N2CCNCC2)n1
  ·	·	18.4	-1.5
- CN1CC[C@@]23CCCC[C@@H]2[C@@H]1Cc1ccc(O)cc13
  -1.7	0.0	26.1	0.5
- C[N+]1(C)C2CCC1CC(OC(=O)c1c[nH]c3ccccc13)C2 (centres undefined)
  -4.6	0.1	3.7	-2.0
- O=c1c(CN2CC=C(c3ccc(F)cc3)CC2)coc2ccccc12
  18.0	-0.1	-6.9	1.8

(continued)
Values run as follows: TEAD-YAP block	FBW7 activator	MITF inh	GPR151 activ
- CN1CCN(c2cc(N3CCCCC3)c([N+](=O)[O-])cc2F)CC1
  9.5	0.0	16.9	-0.2
- O=[N+]([O-])c1ccc(N2CCNCC2)cc1NCCO
  -24.9	-0.1	3.4	0.0
- CCOc1ccccc1N1CCN(Cc2cccc(OC)c2)CC1
  7.3	-0.1	29.0	0.2
- COc1ccc(CCNC2CCCC(C)C2)cc1OC (centres undefined)
  1.7	0.0	5.1	2.2
- Cc1ccc(NC(=O)c2cc([N+](=O)[O-])ccc2N2CCNCC2)cc1
  1.7	-0.1	0.5	3.4
- CN(C)/C=C(/C=[N+](C)C)n1cnc([N+](=O)[O-])n1
  7.0	0.0	4.5	0.4
- CN1C(=O)NC(=O)/C(=C\c2ccc(Br)s2)C1=O
  -2.5	0.2	22.7	-0.5
- CCCCn1c(=O)c(C(=O)NCc2cccc(F)c2)c(O)c2ccccc21
  0.2	0.0	7.9	-1.1
- CCOC(=O)C1C2NC(=S)N(c3ccccc3)C1(C)Oc1c(OC)cccc12 (centres undefined)
  -2.2	-0.1	16.9	2.3
- COP(=S)(OC)Oc1ccc(Sc2ccc(OP(=S)(OC)OC)cc2)cc1
  2.5	-0.1	0.7	0.0
- Cc1cc(C)cc(-n2c(=O)[nH]c3ccccc3c2=O)c1
  16.6	0.1	21.7	-1.7
- Cc1ccc(N2C(=O)CC(=O)NC2=O)cc1C
  3.0	-0.2	7.4	0.5
- CCO/C(C)=C/c1sc2ccccc2[n+]1CC
  6.0	0.2	11.2	0.5
- CC1(C)C(=O)C=C[C@@]2(C)C1=C(O)C(=O)[C@]1(C)C2CC[C@@]2(C)[C@H](c3ccoc3)C[C@H]3O[C@]321 (some centres undefined)
  65.2*	0.0	-10.8	1.8
- CC(C)(C)C(=O)C(Oc1ccc(Cl)cc1)n1cncn1 (centres undefined)
  1.1	0.8	7.0	-0.1
- COc1cccc(CNC2CN3CCC2CC3)c1OC (centres undefined)
  2.0	0.0	-13.6	1.2
- S=C(Nc1cccc(Br)c1)N1CCCCC1c1cccnc1 (centres undefined)
  3.1	-0.2	-4.8	1.0
- O=[N+]([O-])c1ccc(Cl)cc1N/N=C1/CN2CCC1CC2
  0.8	-0.2	15.6	-0.7
- COc1ccc(CC(N)c2ccc(OC)c(OC)c2)cc1OC (centres undefined)
  10.3	0.4	6.3	0.4
- COc1cccc2c(CCN)c[nH]c12
  5.6	-0.2	6.7	-0.4

Values run as follows: TEAD-YAP block	FBW7 activator	MITF inh	GPR151 activ
- CCOC(=O)C1C2NC(=S)N(CCCOC)C1(C)Oc1ccccc12 (centres undefined)
  1.7	0.0	-8.0	0.5
- CN1CCc2nc(N)c(C#N)c(-c3cccs3)c2C1
  11.1	-0.1	6.3	0.1
- CCC(CO)(C(=O)OC1CC2CCC(C1)N2C)c1ccccc1 (centres undefined)
  4.5	0.1	-3.8	1.2
- CC(C)(C)CN1CCN(Cc2cccc(Cl)c2)CC1CCO (centres undefined)
  7.9	0.0	9.2	3.7
- CCc1ccc(N2Cc3ccccc3C2=N)cc1
  -29.7	0.4	12.7	-2.8
- Cn1c(N)c(C(=O)COC(=O)Cc2ccccc2)c(=O)n(C)c1=O
  7.5	-0.1	9.0	1.3
- CN1C(=O)C(=Cc2cccn2-c2nnc(-c3ccccc3)s2)C(=O)N(C)C1=O
  -12.7	-0.3	4.7	-1.4
- Cc1cccc(CN2CCN(Cc3cccc(C)c3O)CC2)c1O
  2.3	-0.2	9.1	0.3
- CN1C(=O)CC2(CNC(=O)C2)C1=O (centres undefined)
  8.8	0.1	6.3	0.1
- O=C(NCC1COCCO1)c1ccc(CN2CC=C(c3ccc(F)cc3)CC2)[nH]c1=O (centres undefined)
  3.3	0.1	-13.2	-0.2
- CC1CN(c2ccccc2[N+](=O)[O-])CC(C)N1 (centres undefined)
  6.2	0.5	5.0	-1.4
- CCc1ccccc1N(C)C(=O)CCc1nc(C2=CCN(C)CC2)no1
  -13.2	0.5	10.4	0.1
- Cc1c(-c2ccccc2)c(=O)oc2cc(OC(=O)N(C)C)ccc12
  -30.6	-0.2	-2.9	-0.2
- CN1CC=C(c2noc(CCC(=O)Nc3cccc(Cl)c3)n2)CC1
  11.4	1.9*	35.5	-1.4
- CCN(CC)C(=O)C1c2cccn2-c2ccccc2CN1C1CCN(C(C)=O)CC1 (centres undefined)
  8.4	0.0	11.7	-2.9
- COC(=O)c1cc(C(=O)OC)cc(-n2c(C)cc(C(O)(C(=O)OC)C(F)(F)F)c2C)c1 (centres undefined)
  -5.3	0.0	-2.0	1.0
- Cc1nc2sc(N)n[n+]2c(C)c1Cl
  -0.7	0.0	-3.2	-1.1
- CCOC(=O)c1c(N)n(CCCOC(=O)c2ccccc2)c2nc3ccccc3nc12
  1.5	-0.1	-2.6	-0.7
- COc1ccccc1OCC#CCN1CCCCCC1
  -9.7	-0.3	26.3	-1.7
- N/C(=N\[N+](=O)[O-])N/N=C/c1ccc(O)c(O)c1
  -5.3	0.5	87.1*	-4.7

Values run as follows: TEAD-YAP block	FBW7 activator	MITF inh	GPR151 activ
- CCCCn1c(=O)c(C(=O)Nc2c(C)cccc2C)c(O)c2ccccc21
  2.9	-0.1	-9.7	-0.3
- CCN1CCN(c2ccc([N+](=O)[O-])cc2)CC1
  -4.3	0.0	1.7	1.7
- O=S(=O)(c1ccc(F)cc1)N1CCCCC1c1cccnc1 (centres undefined)
  -1.4	0.5	-4.4	-1.6
- O=C(O)CC[N+](=O)[O-]
  5.2&-3.2	0.0&0.0	2.1&5.1	1.0&-0.2
- O=C1NC(=O)N(Cc2ccco2)C(=O)/C1=C\c1ccc(-c2cccc([N+](=O)[O-])c2)o1
  3.8	-0.2	49.9	0.9
- Fc1ccc(CNCCc2c[nH]c3ccccc23)cc1F
  6.1	0.2	53.9*	-1.7
- Clc1cccc(N2CCN(Cc3ccc4c(c3)OCO4)CC2)c1
  19.1	0.0	37.9	-0.9
- CN(C)c1ccc(/C=C/c2nc3ccc(I)cc3c(=O)n2-c2ccccc2)cc1
  -2.3	0.0	-5.4	1.2
- Cc1ccccc1-n1c(/C=C/c2ccc(O)cc2)nc2ccccc2c1=O
  7.8	0.1	0.3	0.1
- CN(C)c1ccc(/C=N/N=C(\N)N[N+](=O)[O-])cc1
  -40.8&-38.0	-0.1&-0.2	-0.9&26.6	-1.2&0.6
- O=C(CCl)Nc1ccc([N+](=O)[O-])c(C(F)(F)F)c1
  22.5	-0.1	-13.2	-0.9
- CC(Cc1ccsc1)NC1CCN(c2ccc(C(=O)N(C)C)cc2)CC1 (centres undefined)
  2.2	-0.2	-2.2	0.2
- CCSc1nc2ccccc2c(=O)n1-c1cccc(OC)c1
  -4.7	0.1	1.9	0.2
- OC(c1ccccc1)(c1ccccn1)c1ccccc1Cl (centres undefined)
  5.8	-0.1	-3.9	2.4
- CCC(C)N1CCN(Cc2ccc3c(c2)OCO3)CC1 (centres undefined)
  -1.4	0.9	71.3*	-1.2
- C1CCC(NCC2COC3(CCCCC3)O2)CC1 (centres undefined)
  10.6	0.4	0.1	-0.2
- NNP(=O)(Oc1ccccc1)Oc1ccccc1
  1.1	-0.1	7.3	-1.2
- CC(=O)N1CC(=O)Nc2ccc(Cl)cc2C1c1ccc(F)cc1 (centres undefined)
  0.0	0.0	-13.9	1.0
- O=c1c2ccccc2nc(/C=C/c2ccc([N+](=O)[O-])o2)n1-c1ccc(Br)cc1
  -7.5	0.1	4.2	-0.1
- Cc1nc2ccccc2c(=O)n1-c1ccccc1
  -3.6	-0.1	-9.3	-1.3
- CC(Cc1ccccc1)[n+]1cc(/N=C(\N)[O-])on1 (centres undefined)
  0.4	-0.1	-8.8	0.4
- O=C(O)C(O)(c1ccccc1)C1CCCC1 (centres undefined)
  7.6	0.1	-1.1	0.1
